Screening results deposited in PubChem BioAssay by several laboratories.
Bim-Bfl-1 = disrupts Bim binding to human Bfl-1; Q16548; Bead-based flow cytometry, Bim-Bfl-1 binding inhibition; inhibition, % at 10 µM; hit rate 0.12% among 190,000; AID 1008;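 further: 0% = wells without compound plus tracer and 100% = blocker peptide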
Bcl-B Bim block = inhibitors of Bim-Bcl-B interaction, human | Q9HD36 | bead-based flow cytometry, Bim peptide-Bcl-B binding | inhibition, % at 10 µM | hit rate 0.073% among 190,000;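 further: 0% = tracer peptide without compound and 100% = reference inhibitor peptide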
Bim-Bcl-XL = disrupts Bim peptide binding to human Bcl-XL; bead flow cytometry, fluorescence; hit rate 0.04% among 190,000; Q07817; inhibition, % at 10 µM
Target sequence (Q07817 whole entry, looked up): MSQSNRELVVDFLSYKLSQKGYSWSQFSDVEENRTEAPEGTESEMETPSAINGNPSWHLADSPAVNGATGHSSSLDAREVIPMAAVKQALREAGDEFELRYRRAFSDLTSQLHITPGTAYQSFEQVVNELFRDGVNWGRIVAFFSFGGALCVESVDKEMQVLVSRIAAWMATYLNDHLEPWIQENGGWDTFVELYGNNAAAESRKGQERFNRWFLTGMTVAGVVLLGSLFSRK
Mcl1 Bid PPI = Mcl-1/Bid interaction inhibition; TR-FRET Mcl-1/Bid-Dy647 peptide binding, 1536-well; Q07820; hit rate 0.97% among 220,000; inhibition, % at 21.7 µM;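 active means compounds that cut the binding signal by more than half at the single screening dose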;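 further: His-tagged Mcl-1 with europium anti-His antibody binding Bid BH3 peptide; 0% = Mcl-1 plus peptide wells and 100% = peptide-only wells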
RGS7-Gao reg = regulators of human RGS7-Galphao interaction; binding response (% of control), % at 10 µM; P09471; Multiplexed bead flow cytometry, RGS7-Galphao binding; actives lie on both sides; hit rate 0.35% among 220,000; in the data active means binding response below about 49% or above about 150%; inconclusive means no clear call, values can overlap the other calls; inactive means in between;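 further: fluorescent Galphao held in activated GDP-AlF4 state binding bead-coupled RGS7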
Target sequence (P09471 whole entry, looked up): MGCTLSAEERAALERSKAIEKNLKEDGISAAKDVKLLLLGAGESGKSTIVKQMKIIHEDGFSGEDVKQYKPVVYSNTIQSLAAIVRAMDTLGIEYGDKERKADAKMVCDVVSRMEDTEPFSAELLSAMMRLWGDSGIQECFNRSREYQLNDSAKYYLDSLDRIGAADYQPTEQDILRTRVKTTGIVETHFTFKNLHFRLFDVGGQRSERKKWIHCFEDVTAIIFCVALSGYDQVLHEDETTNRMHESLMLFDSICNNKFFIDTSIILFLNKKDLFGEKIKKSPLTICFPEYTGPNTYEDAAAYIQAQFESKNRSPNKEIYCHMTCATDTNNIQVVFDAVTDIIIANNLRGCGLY
Bim-Bcl-W = inhibitors of Bim-Bcl-W interaction, human. Q92843. bead-based flow cytometry, Bim peptide-Bcl-W binding. inhibition, % at 10 µM. hit rate 0.02% among 190,000;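 further: 0% = bound tracer without compound and 100% = peptide blocker; higher means less fluorescent Bim peptide bound to Bcl-W beads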
Target sequence (Q92843 whole entry, looked up): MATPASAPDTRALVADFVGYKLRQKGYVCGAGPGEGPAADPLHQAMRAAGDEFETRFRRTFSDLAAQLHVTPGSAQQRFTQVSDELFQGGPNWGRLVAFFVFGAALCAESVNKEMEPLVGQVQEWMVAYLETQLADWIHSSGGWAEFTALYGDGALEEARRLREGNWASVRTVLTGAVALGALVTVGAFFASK
Bim-Bcl-2 = inhibitors of Bim-Bcl-2 interaction, human. P10415. inhibition, % at 10 µM. AID 950. hit rate 0.06% among 190,000. Bead-based flow cytometry, Bim peptide-Bcl-2 binding; in the data active means inhibition above about 40%; inconclusive means no clear call, values can overlap the other calls;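 further: 0% = no compound wells with probe peptide and 100% = reference peptide inhibitor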
Target sequence (P10415 whole entry, looked up): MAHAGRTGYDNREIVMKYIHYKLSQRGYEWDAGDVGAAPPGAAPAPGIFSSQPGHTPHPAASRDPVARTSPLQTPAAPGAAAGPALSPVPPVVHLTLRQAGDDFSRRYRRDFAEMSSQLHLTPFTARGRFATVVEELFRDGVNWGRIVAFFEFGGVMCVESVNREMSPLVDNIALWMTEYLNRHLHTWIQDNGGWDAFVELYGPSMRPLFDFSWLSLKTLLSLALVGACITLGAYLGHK
Mcl1-Noxa inh = disrupts binding of human Mcl-1 to Noxa peptide | TR-FRET Mcl-1/Noxa peptide binding, 2 h | Q07820 | inhibition, % at 21.7 µM | AID 1022 | hit rate 1.5% among 220,000;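 active means compounds that cut the protein-peptide binding signal by more than 50% relative to plate controls in a single-dose test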;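 further: His-tagged Mcl-1 with rhodamine Noxa BH3 peptide and terbium anti-His antibody; 0% = Mcl-1 plus Noxa peptide wells and 100% = peptide-only wells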
RGS8-Gao = regulators of human RGS8-Galphao interaction. AID 1423. response (percent of control binding), % at 10 µM. multiplexed bead flow cytometry, RGS8-Galphao binding; actives lie on both sides. hit rate 0.34% among 220,000; in the data active means response below about 60% or above about 140%; inactive means in between;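 further: Galphao activated as the GDP aluminium fluoride complex binding bead-coupled RGS8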
Bim-Mcl-1 = disrupts Bim peptide binding to human Mcl-1. hit rate 0.1% among 190,000. Bead-based flow cytometry, Bim peptide-Mcl-1 binding. inhibition, % at 10 µM. AID 1009. Q07820;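 further: 0% = no compound tracer wells and 100% = peptide blocker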
RGS4-Gao reg = modulates binding of RGS4 to human Galphao. P09471. Multiplexed bead flow cytometry; actives lie on both sides. binding response (% of control), % at 10 µM. hit rate 0.33% among 220,000. AID 1415; in the data active means binding response below about 49% or above about 150%; inactive means in between;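 further: fluorescent Galphao activated with aluminum fluoride binding bead-coupled RGS4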
* marks the source's active call; other numbers are inactive results; ? = inconclusive; / = not tested or not shown; [ ] = remark or other dose. Unless noted, no stated cut-off is given here; in the data, active means inhibition above about 40%.

SMILES	Bim-Bfl-1	Bcl-B Bim block	Bim-Bcl-XL	Mcl1 Bid PPI	RGS7-Gao reg	Bim-Bcl-W	Bim-Bcl-2	Mcl1-Noxa inh	RGS8-Gao	Bim-Mcl-1	RGS4-Gao reg
CCOC(=O)N1CCN(C(=O)CSc2ncccn2)CC1	2	-1	0	-27	100	2	1	-24	100	-1	97
CC(C)CN(C(=O)CN1CCc2ccccc21)c1c(N)n(CC(C)C)c(=O)[nH]c1=O	-6	-5	-3	-49	?	-3	0	14	101	-1	103
CC(C)CC(NC(N)=O)C(=O)NCCc1ccc(Cl)cc1Cl (centres undefined)	-2	-2	-3	-14	?	-1	-3	-1	102	2	100
CC1CCCN(CC(O)COc2ccc3c(c2)OCO3)C1 (centres undefined)	-1	-2	0	2	105	0	-1	19	104	-2	104
CC(C)=CCSc1nnc([C@@H](NC(=O)OC(C)(C)C)C(C)C)o1	0	-3	2	-7	99	4	-1	-10	100	0	98
CCOC(=O)CC(=O)Nc1cc(Cl)ccc1O	-6	-3	-8	-2	97	2	-2	4	101	1	100
CSc1nc(SCC(N)=O)c2c3c(sc2n1)CN(C)CC3	5	6	3	-11	102	6	1	33	99	0	100
O=C(Cn1cnc2c(nnn2Cc2ccc(Cl)cc2)c1=O)OCc1ccccc1	-4	-10	-12	4	101	-2	-41	-3	105	-14	104
Cc1ccc(Oc2ccc(S(=O)(=O)N3CCOCC3)cc2C(N)=O)c(-n2nc3ccccc3n2)c1	0	-3	-3	-9	99	-2	1	16	101	0	94
Fc1cccc(CSc2nc3ncc(Cl)cc3[nH]2)c1	/	/	/	-34	?	/	/	-21	98	/	98
COc1ccccc1-n1cnc2cc(NS(=O)(=O)c3ccccc3)ccc21	8	-22	0	-2	101	0	-4	-1	93	0	98
O=C(CSc1nnnn1-c1ccc2c(c1)OCCO2)OC1CCCCC1	-8	-5	1	-18	100	0	-3	-13	104	0	105
CC1(C)CC(=O)C(C=NCCN2CCN(C3CC(=O)N(c4cccc(Br)c4)C3=O)CC2)=C(O)C1 (centres undefined)	-6	0	-1	-39	110	0	0	8	101	-1	98
Cn1c(=O)c(-c2ccccc2)c(O)c2ccccc21	-2	-3	-5	-12	102	-4	-7	10	102	-3	103
CC1CCCCN1S(=O)(=O)c1cccc(S(=O)(=O)N2CCOCC2)c1 (centres undefined)	/	/	/	-36	?	/	/	24	112	/	106
Cc1ccc(Cl)cc1NC(=O)CC1NC2CCCCC2NC1=O (centres undefined)	-4	-3	-1	1	96	-1	0	11	99	-1	99
COc1cccc(CCNC(=O)c2ccc(C#N)cc2)c1	-7	-2	0	-54	102	-3	-2	6	99	2	101
O=C(CSCCO)Nc1cccc([N+](=O)[O-])c1	8	0	-1	-2	96	-3	4	13	97	-5	94
Nc1nc(-c2ccc(Cl)cc2)nn1C(=O)c1cccnc1	-12	-5	9	5	104	5	-5	5	103	-12	101
Cc1c(CNCc2cccs2)c(C(=O)O)c(C)n1Cc1ccccc1	-11	-6	0	-24	103	2	-6	1	102	2	101
O=C(/C=C/c1c(F)cccc1Cl)Nc1ccncc1	3	1	-1	-17	103	0	4	-6	100	32	103
CCN1CCC2(CC1)N=C(c1ccc(F)cc1)C(=S)N2	0	-31	-5	-35	117	-1	-9	10	102	-11	104
c1ccc(CCC2CCCCN2Cc2nc(-c3ccc4c(c3)OCO4)no2)nc1 (centres undefined)	-5	-4	0	-36	98	-2	-1	20	101	-1	96
COc1cc(C)c(Cl)c(C)c1S(=O)(=O)NC1CC(C)(C)NC(C)(C)C1	-6	-4	0	-19	97	-2	-3	2	100	-2	96
CCCn1c(=O)c2c(nc(Br)n2CCC)n(C)c1=O	0	1	3	8	114	1	-1	17	99	3	108
O=C(CN1CCOCC1)Nc1ccc(S(=O)(=O)NC2CCCCC2)cc1	-14	-8	7	-4	94	2	-12	-2	99	-1	99
O=C(OC(C(=O)Nc1ccc(Cl)cc1C(F)(F)F)c1ccccc1)C1=COCCO1 (centres undefined)	-5	-8	-5	-20	103	-3	-7	3	104	-3	102
Cc1cc(C(=O)N2CCN(S(C)(=O)=O)CC2)sc1-c1ccccc1	-1	-5	0	-6	94	-2	-4	2	100	3	92
Clc1ccccc1-c1nnc2sc(CCc3ccccc3)nn12	14	-40	-9	4	104	-6	-3	-11	96	-10	106
Cc1ccccc1OCc1nnc(SCC(=O)Nc2ccc3nc(SCC(=O)NC(C)(C)C)sc3c2)n1C	-10	-8	-3	-38	98	1	-8	3	99	-1	97
CCn1c(NCc2cccc(OC)c2OC)nc2ccccc21	-4	-6	-3	-5	100	1	-6	-6	99	0	101
CC1(C(=O)NC(=S)N(CCC#N)c2ccccc2)CC1(Cl)Cl (centres undefined)	-12	-9	0	-75	102	0	-3	7	100	2	101
Oc1ccc(-c2nc3ccccc3s2)cc1	/	/	/	-19	?	/	/	17	100	/	98
CCC(=O)N1CCC(c2ccc(OC)cc2)=N1	10	2	-1	-1	104	0	6	-11	99	-2	100
O=C(CC(c1ccccc1)c1ccccc1O)NCc1ccccc1Cl (centres undefined)	0	0	-3	-11	94	0	0	23	99	-3	93
O=C(CN1CCCCC1CO)c1ccc(OC(F)F)cc1 (centres undefined)	4	1	0	14	103	0	-1	31	104	-1	109
Nc1c(C(=O)N2CCCC2)sc2nc(-c3ccccc3)ccc12	/	/	/	-14	?	/	/	34	96	/	93
CCOc1cc(S(=O)(=O)N(CC)CC)ccc1Br	-9	-6	0	-15	99	-3	-6	19	96	-7	100
COc1ccc(C2CC2C(=O)c2ccccn2)cc1 (centres undefined)	-7	-5	-4	-13	88	-4	-5	13	99	-2	88
COc1ccc(Cl)cc1C(=O)Nn1c(C)nc2ccccc2c1=O	0	-2	-2	-3	102	-1	-1	-4	104	-3	103
CC(Oc1ccccc1)C(=O)N1CCN=C1SCc1ccccc1F (centres undefined)	/	/	/	-3	?	/	/	-7	98	/	103
CCN(CC(=O)c1c(N)n(C)c(=O)n(C)c1=O)c1cccc2ccccc12	-4	-7	-10	-33	100	-8	-4	21	101	-8	100
O=C(Nc1ccccc1)N(Cc1ccc(Cl)cc1)CC(O)C(F)(F)F (centres undefined)	1	-1	5	-5	118	3	3	-13	109	1	124
CCCNC(=O)C/C(C)=N/NC(=O)C(=O)Nc1ccccn1	2	0	0	-1	94	2	0	2	90	0	99
CCN(CC)C(=O)CN(c1ccc(F)c(Cl)c1)S(C)(=O)=O	-16	-8	-5	-36	100	0	-8	4	102	-4	101
O=C(CSc1nc2ccccc2[nH]1)Nc1cccc(S(=O)(=O)N2CCOCC2)c1	-8	-5	-1	-39	97	0	-2	14	100	-2	98
O=C(O)CSc1nnc(COc2cccc3cccnc23)n1-c1ccc(Cl)cc1	-4	-9	-3	-8	107	-1	-3	16	99	0	100
CCN(CC)CCN1C(=O)C(=O)/C(=C(/O)c2c(C)[nH]c(C(=O)OC)c2C)C1c1ccccc1OC (centres undefined)	4	1	3	-42	159*[activator]	5	0	24	145*[activator]	-5	176*[activator]
CN1C(=O)N(C)C2(c3ccccc3)Nn3c(s/c(=C/c4ccccc4)c3=O)=NC12c1ccccc1 (centres undefined)	-10	-9	-4	5	96	-2	-5	-3	102	-5	98
Cc1ccc(C2N(C)c3ccccc3-c3nc4ccccc4n32)o1 (centres undefined)	-9	-1	-3	-40	86	4	-1	1	93	1	85
CCOC(=O)C1=C(C)NC2=C(C(=O)CCC2)C1c1cc(OC)ccc1OC (centres undefined)	-15	-8	-11	-32	96	0	-10	/	99	-1	101
CC(C)(C)NC(=S)NCC1CC1	/	/	/	-22	?	/	/	3	99	/	100
Cc1cccc(C(=O)NNC(=O)c2ccc(-c3ccccc3)cc2)c1	-8	-5	-3	-17	98	0	-2	-1	100	0	100
CC(=O)COc1ccc2c(-c3cccc([N+](=O)[O-])c3)cc(=O)oc2c1	-2	-4	-4	-20	123	-3	0	0	112	0	104
CCn1nnnc1SCC(=O)NCc1ccc2c(c1)OCO2	-10	-13	-14	-14	99	-10	2	-9	99	-10	101
COc1ccc(CNC(=O)c2c([S-])n(-c3ccc(C)cc3)c3cccc[n+]23)cc1	9	-40	0	-19	?	2	1	0	100	6	105
O=C1C(Cl)=C(N2CCCCC2)C(=O)C(Cl)=C1c1cnc(N2CCCCC2)s1	91*	52*	49*	65*	43*	85*	69*	109*	50*	62*	69
COc1cc2c(cc1Cl)/C(=C\CCN(C)C)c1ccccc1S2	-15	-7	-5	-35	129	0	-11	45	107	-3	118
COc1cc(-c2nnc(SCC(=O)OC3CCCCC3)o2)cc(OC)c1OC	-3	-4	-1	2	103	0	-3	-13	102	-1	105
Cc1ccc(C(C(=O)NC2CCCC2)N2CCc3ccccc32)cc1 (centres undefined)	-7	-5	-1	-12	102	5	-4	1	101	2	102

(further entries)
SMILES	Bim-Bfl-1	Bcl-B Bim block	Bim-Bcl-XL	Mcl1 Bid PPI	RGS7-Gao reg	Bim-Bcl-W	Bim-Bcl-2	Mcl1-Noxa inh	RGS8-Gao	Bim-Mcl-1	RGS4-Gao reg
CCn1c(O)c(C2=NCCCC2)c2ccccc21	-1	0	0	-1	102	2	-3	10	103	0	102
CCCc1[nH]n(-c2nc3ccccc3s2)c(=O)c1C=NCC(C)C	-10	-6	-3	13	97	2	-11	18	101	-1	102
COc1ccc2cc(C(=O)OC(C)C)sc(=O)c2c1OC	-5	-4	-4	5	98	-5	-7	7	102	-7	102
CCC1(CC)Nc2ccccc2C(=O)N1c1ccc(OC)cc1	/	/	/	-11	?	/	/	-1	100	/	100
N/C(=N\OC(=O)COc1ccc(Br)cc1)c1cccnc1	-1	-3	-2	-20	101	0	0	-9	101	-5	100
CCc1nnc(NC(=O)C2CCCCN2S(=O)(=O)c2ccccc2)s1 (centres undefined)	-2	0	-2	-9	109	0	0	12	112	2	115
Cc1cc2c3nonc3ccc2n1C	0	2	-5	-59	109	0	3	13	101	-2	111
CCOC(=O)C(CSCC(=O)c1ccc(Cl)cc1Cl)NC(=O)OC(C)(C)C (centres undefined)	-10	-4	-2	-19	103	0	-10	-19	103	-2	98
O=C(NCCN1C(=O)C2C3C=CC(C3)C2C1=O)Nc1ccccc1O (centres undefined)	-7	-2	-2	-26	100	1	-3	28	101	3	101
O=C(NC(=O)N1CCN(c2ccccc2)CC1)c1ccc(Cl)cc1	4	0	-3	-10	95	2	4	11	99	1	97
Cc1ccccc1-n1c([C@@H]2C[C@H]2c2ccccc2)n[nH]c1=S	/	/	/	-39	?	/	/	3	102	/	102
C=CCNC(=S)NNC(=O)c1csc(CC)c1	-2	-12	-4	-13	102	-2	-3	28	103	-5	98

Part of the list above, showing only RGS4-Gao reg and Mcl1-Noxa inh.
structure | RGS4-Gao reg | Mcl1-Noxa inh
Cc1cc2c3nonc3ccc2n1C | 111 | 13
CCCc1[nH]n(-c2nc3ccccc3s2)c(=O)c1C=NCC(C)C | 102 | 18
O=C(NCCN1C(=O)C2C3C=CC(C3)C2C1=O)Nc1ccccc1O (centres undefined) | 101 | 28
